Compound activity as filed in PubChem.
14-3-3g Raf = modulators of 14-3-3 gamma protein binding, primary screen, biochemical, fluorescence polarization | 14-3-3 protein gamma (Homo sapiens), P61981 | FP, 14-3-3gamma / TMR-pS259-Raf peptide binding | inhibition, % at 40 µM | hit rate 0.19% among 160,000 | AID 422, 2006; in the data active = inhibition above about 30%;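 also: 0% = protein plus tracer without compound and 100% = blank with tracer alone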
Target sequence (P61981 whole entry, looked up): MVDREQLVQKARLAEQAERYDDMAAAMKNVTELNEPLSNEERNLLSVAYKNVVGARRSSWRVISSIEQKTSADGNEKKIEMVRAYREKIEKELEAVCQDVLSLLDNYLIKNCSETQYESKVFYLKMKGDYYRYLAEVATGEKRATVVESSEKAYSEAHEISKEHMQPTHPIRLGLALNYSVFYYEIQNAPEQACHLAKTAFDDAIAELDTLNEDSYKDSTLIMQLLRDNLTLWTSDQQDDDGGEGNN
An asterisk follows results filed as active; & = joins results of further samples. Only part of the results is shown (hit frequency here may not be typical).

SMILES	14-3-3g Raf
COc1cc2c(cc1NC(=O)c1c(-c3ccccc3Cl)noc1C)oc1ccccc12	5.4
COc1ccc(C)cc1NC(=O)CN1CCN(S(=O)(=O)c2ccc(Cl)cc2)CC1	-0.4&8.4
COC(=O)C(C(=O)OC)=C(/C=C/C=C/N(C)C)N(C)C	6.6
CCCCn1c(SCC(=O)Nc2nnc(CC)s2)nc2c1c(=O)n(C)c(=O)n2C	-0.5
CSc1sc(C)cc1C1C(C#N)=C(N)N(c2cccnc2)C2=C1C(=O)CC(C)(C)C2 (configuration not stated)	3.2
CCCCN1C(=Cc2cccc[n+]2C)Sc2cc(NC(C)=O)ccc21	-11.7
Cc1ccc(C(=O)NCCN2CCOCC2)cc1Cl	-2.0
CC1CCc2cc(F)ccc2N1C(=O)c1ccc(N2CC3CC(C2)c2cccc(=O)n2C3)c(NC(=O)c2cc3ccccc3oc2=O)c1 (configuration not stated)	4.4
O=C(Nc1ccc2c([N+](=O)[O-])cccc2c1)c1cncc(Br)c1	-1.1
Cc1cc(C)c2c(N)c(C(=O)c3ccccc3)oc2n1	6.3
C=C(C)c1cccc(C(C)(C)NC(=O)NC23CC4CC(CC(C4)C2)C3)c1	-2.5
CC1=C(C(=O)NC2CCC(C)CC2)C2(CCC(C)CC2)OC1=O (configuration not stated)	-4.3
O=C(NCCCN1CCCC1)c1cccc(N2CCCC2=O)c1	6.4&-7.1
CCOC(=O)c1cnc2c(ccc3ccccc32)c1Nc1ccccc1O	-5.5
O=C(CSc1nnc(-c2ccccc2)o1)N1CCCc2ccccc21	-5.3

5 entries already listed, sorted by the number in 14-3-3g Raf, high to low:
SMILES	14-3-3g Raf
COc1cc2c(cc1NC(=O)c1c(-c3ccccc3Cl)noc1C)oc1ccccc12	5.4
CC1CCc2cc(F)ccc2N1C(=O)c1ccc(N2CC3CC(C2)c2cccc(=O)n2C3)c(NC(=O)c2cc3ccccc3oc2=O)c1 (configuration not stated)	4.4
C=C(C)c1cccc(C(C)(C)NC(=O)NC23CC4CC(CC(C4)C2)C3)c1	-2.5
CC1=C(C(=O)NC2CCC(C)CC2)C2(CCC(C)CC2)OC1=O (configuration not stated)	-4.3
CCOC(=O)c1cnc2c(ccc3ccccc32)c1Nc1ccccc1O	-5.5

New compounds follow.
SMILES	14-3-3g Raf
Cc1ccc(CCNC(=O)CN2C(=O)COc3ccc(S(=O)(=O)N4CCCC4)cc32)cc1	-13.6
O=C(Nc1cccc(OC(=O)c2cc(S(=O)(=O)N3CCCCC3)ccc2Cl)c1)c1ccco1	-9.6
Cc1ccc(Cl)cc1N1CCN(C(=O)c2cnn3c(C)c(Cc4ccc(Cl)cc4)c(C)nc23)CC1	-6.1
Cc1nn(C)c(C)c1NC(=O)CCSc1nc(-c2ccco2)cc(C(F)(F)F)n1	-8.0
COc1cc(C2Nc3ccc4ncccc4c3C3=C2C(=O)CCC3)ccc1OC(=O)c1ccc(Br)cc1 (configuration not stated)	-9.4
CC(NC(=O)c1ccc(CSCc2cccc(Cl)c2)o1)c1ccccc1 (configuration not stated)	3.1
CCCC(C(=O)NC1CCCC1)N(C(=O)Cn1nnc(-c2ccc(C)o2)n1)C1CCCC1 (configuration not stated)	-1.5
CCCc1cc(=O)[nH]c(SCC(=O)CSc2nc(CCC)cc(=O)[nH]2)n1	-0.8
CCOc1ccc(C2NC(=O)NC(C)=C2C(=O)OCC(F)(F)F)cc1 (configuration not stated)	-9.1
Cc1c(C(=O)Nc2cccc(C(F)(F)F)c2)sc2ncnc(N3CCCCC3)c12	-7.3
COC(=O)Cn1cnc2c(nnn2-c2ccc(C)cc2)c1=O	0.8
O=C(NCCC1=CCCCC1)Nc1ccc2snnc2c1	-3.6
O=C(CSc1nc2ccccc2c(=O)n1Cc1ccco1)NCc1ccccc1	-14.2&-2.6
CC(=O)N1CCC2(CC1)C(C#N)=C(N)Oc1n[nH]c(C(F)(F)F)c12	-4.8
Cc1nnc(NC2=NCCCCC2)o1	-1.9
O=C(c1ccc2c3c(cccc13)CC2)N1CCOCC1	-16.0
CC1CCCN(c2nc3c(c(=O)[nH]c(=O)n3C)n2CCSc2nc3ccccc3o2)C1 (configuration not stated)	2.0
Cc1ccc(S(=O)(=O)N2CCN(C(=O)CSc3nnc(C)c(=O)[nH]3)CC2)cc1	1.9
Cc1ccccc1Nc1c(-c2cccs2)nc2cnccn12	-14.5
O=C(NCCC1=CCCCC1)C1CC(=O)N(C2CCCCCC2)C1 (configuration not stated)	1.9&0.3
CC(=O)c1cc2c(cc1NC(=O)CN1CCOCC1)OCO2	-17.9
CC(=C1C2C=CC1C1C(=O)NC(=O)C21)c1ccccc1 (configuration not stated)	-0.2
O=C(NCCc1ccc(Cl)cc1)c1ccc[nH]c1=S	-1.7
COc1cccc(C=Nc2ccc3oc(-c4cccc(C)c4)nc3c2)c1O	-33.8
COc1ccccc1N1CCN(S(=O)(=O)c2c(C)sc3ncn(CC(=O)Nc4ccc(C(F)(F)F)cc4)c(=O)c23)CC1	-17.4
Nc1nonc1NC(=O)CSc1nc2ccccc2s1	-2.0&-4.1
CC1(C)CC(NS(=O)(=O)c2ccc(Cl)cc2)CC(C)(C)N1	-11.4
CC1CCN(c2cc(NCCCO)c([N+](=O)[O-])c3nonc23)CC1	-3.4
Cc1cc(NC(=O)c2sccc2C)n(-c2cccc(Cl)c2)n1	0.6
Cc1ccc(NC(=O)CCN2CCCCCC2)c(C)c1	-8.4
O=C1c2ccccc2C(=O)N1c1ccc(S(=O)(=O)Nc2ccc(F)cc2)cc1	-6.7
c1ccc(-n2nnnc2Oc2ccc(-n3ccnc3)cc2)cc1	-1.9
CCN(CC)CCN1C(=O)C(=O)/C(=C(/O)c2c(C)[nH]c(C(=O)OC)c2C)C1c1ccccc1 (configuration not stated)	5.4
O=C(NCc1ccccn1)/C(=N/O)c1ccccc1	-2.3
CC(C)C(=O)N1c2ccccc2C(N(C(=O)C(C)C)c2ccccc2)CC1C (configuration not stated)	-2.6
CCC1CCCCN1CCNC(=O)CNS(=O)(=O)c1ccc2nc(C)sc2c1 (configuration not stated)	-5.1
Cc1ccc(-n2ncc3c(=O)n(CC(=O)NC4CCCCC4)cnc32)cc1	-1.2
O=C(CSc1nnnn1-c1ccccc1)c1cccc2ccccc12	-9.0
CC(=O)Nc1cc(C(=O)NCc2ccc3c(c2)OCO3)ccc1Sc1ccc(F)cc1	2.4
Cc1ccc(Nc2c(-c3cccs3)nc3ccc(Cl)cn23)cc1	-5.1
CC(=O)N/C(N)=N\c1nc2cc(C)ccc2o1	-9.4
COC(=O)C1=C(C)NC2=C(C(=O)CCC2)C1c1cccnc1 (configuration not stated)	0.1
O=C(Nc1ccc2c(c1)OCCO2)c1cc(-n2cnnc2)ccc1Cl	8.6
CSCC[C@H](NC(=O)NCc1cccs1)C(=O)O	0.0
O=C1CC(c2ccc(Cl)cc2)n2nc(N3C(=O)CCC3=O)nc2N1 (configuration not stated)	2.6
CCOc1ccccc1N1CCN(C(=O)C2C3C=CC(C3)C2C(=O)O)CC1 (configuration not stated)	15.6
O=C(Nc1ccc(Br)cc1)c1cc(S(=O)(=O)NC2CCCCC2)ccc1Cl	-7.0
CC1(C)CC(=O)C2=C(C1)OC(N)=C(C#N)C2c1ccc(OC(=O)N2CCOCC2)cc1 (configuration not stated)	-1.7
CCOC(=O)CC(=O)CSc1nc2ccsc2c(=O)n1Cc1ccc(F)cc1	-20.8
COC(=O)C1=CN(C2CCCC2)C=C(C(=O)OC)C1c1ccc(Cl)s1	3.4
Cc1[nH]c2c(C)cccc2c(=O)c1CN1CCC(C)CC1	-3.3
Cc1cc(C)c(C#N)c(SCC#N)n1	-5.5
Cc1ccccc1-n1c(Cc2ccc(Cl)cc2)n[nH]c1=S	1.8
CC(C)OC(=O)C1=C(N)OC2=C(C(=O)CCC2)C1c1ccc(Cl)cc1 (configuration not stated)	1.5
COc1ccccc1C1C(C#N)=C(N)Oc2cc(C)n(Cc3ccccn3)c(=O)c21 (configuration not stated)	12.7
O=C1CCCC2=C1C(c1ccc(Br)cc1)c1c(nc(SCN3CCOCC3)[nH]c1=O)N2 (configuration not stated)	-1.6
O=C(O)CCC1=NNC(=O)CC1	3.3
CC(C)(C)C(=O)Cn1c(=O)n(Cc2ccccc2)c(=O)c2cc(Cl)ccc21	-1.0
Cc1cc(C)nc(SCC(=O)Nc2nc3ccccc3s2)n1	-43.9
COc1ccccc1NC(=O)C1=C(C)NC2=C(C(=O)CC(c3ccc(OC)c(OC)c3)C2)C1c1ccc(SC)cc1 (configuration not stated)	-11.6

2 of the compounds above, with the structure last.
14-3-3g Raf | SMILES
-9.0 | O=C(CSc1nnnn1-c1ccccc1)c1cccc2ccccc12
2.4 | CC(=O)Nc1cc(C(=O)NCc2ccc3c(c2)OCO3)ccc1Sc1ccc(F)cc1

Among those listed so far, four have bromine:
SMILES	14-3-3g Raf
O=C(Nc1ccc2c([N+](=O)[O-])cccc2c1)c1cncc(Br)c1	-1.1
COc1cc(C2Nc3ccc4ncccc4c3C3=C2C(=O)CCC3)ccc1OC(=O)c1ccc(Br)cc1 (configuration not stated)	-9.4
O=C(Nc1ccc(Br)cc1)c1cc(S(=O)(=O)NC2CCCCC2)ccc1Cl	-7.0
O=C1CCCC2=C1C(c1ccc(Br)cc1)c1c(nc(SCN3CCOCC3)[nH]c1=O)N2 (configuration not stated)	-1.6

(list continues)
SMILES	14-3-3g Raf
C(=N\n1cnnc1)/c1ccc(OCc2ccccc2)cc1	-7.7
CCCS(=O)(=O)N1CCC(C(=O)NC2CCC(C)CC2)CC1 (configuration not stated)	-7.5&-4.3
CCC(C(=O)Nc1cccc(OC)c1)n1nc(-c2ccc(OC)cc2)ccc1=O (configuration not stated)	-2.8
CN1CCN(C(=O)CCn2nc(-c3ccccc3)ccc2=O)CC1	1.8
COC(=O)c1ccc(C(c2c(C)[nH][nH]c2=O)c2c(C)[nH][nH]c2=O)cc1	-5.5
CCNC(=O)CN(c1ccc(C)cc1)S(=O)(=O)c1ccc(SC)cc1	-0.8&-3.1
COc1ccc2cc(C(N)=O)c(=Nc3ccccc3F)oc2c1	1.9
Clc1ccc2nc(-c3c[nH]c4ccccc34)c(Nc3ccc4c(c3)OCO4)n2c1	-10.9
Cc1ccc(NC(=O)CSc2nc3ccccc3s2)cc1	-5.0
CCc1ccc(C2=CC(c3cccc(OC)c3)n3nnnc3N2)cc1 (configuration not stated)	-5.1
CC1CC(C)(C)NC(=S)N1CCC(=O)N1CCc2ccccc21 (configuration not stated)	-2.2
Cc1ccc(CNC(=O)CSc2n[nH]c(N)n2)cc1	-4.2
O=C(c1noc2c1CCCCC2)N1CCOCC1	1.8&-4.1
Cc1ccc(S(=O)(=O)N2CCN(c3ccc([N+](=O)[O-])cc3C(F)(F)F)CC2)cc1	-16.1
O=[N+]([O-])c1ccc2c(c1)S(=O)(=O)N=C2N1CCCCC1	-1.6

Grouped by structure: the entries above with a COOH group (3)
SMILES	14-3-3g Raf
CSCC[C@H](NC(=O)NCc1cccs1)C(=O)O	0.0
CCOc1ccccc1N1CCN(C(=O)C2C3C=CC(C3)C2C(=O)O)CC1 (configuration not stated)	15.6
O=C(O)CCC1=NNC(=O)CC1	3.3

The results go on.
SMILES	14-3-3g Raf
CCn1cc(C(=O)N2CC(C)CC(C)C2)c(=O)c2cc(S(=O)(=O)N3CC(C)CC(C)C3)ccc21 (configuration not stated)	3.0
CCOc1ccc(Sc2cc(C(=O)NCc3ccccc3OC)c3ccccc3n2)cc1	6.8
COC(=O)c1sc(-c2ccccc2)cc1NC(=O)c1cc(=O)c2ccccc2o1	8.1
CCOC(=O)CSc1nnc2n(CC)c(=O)c3c(n12)-c1ccccc1CC31CCCCC1	0.3
COc1ccc(C(C)=O)cc1CSc1nc2ccccc2c2nc3ccccc3n12	-1.2
CCOc1ccc(-n2nc3cc(C)c(NC(=O)c4cccc(OC)c4)cc3n2)cc1	1.7
Cc1cccc(N2CCN(C(=O)c3ccc4c(=O)n(CCc5ccccc5)c(=O)[nH]c4c3)CC2)c1C	-6.3
COc1ccc(NC(=O)CS(=O)(=O)c2cn(Cc3ccccc3C)c3ccccc23)cc1	-2.2
CSc1nsc(SC)c1C(=O)N1CCN(S(=O)(=O)c2ccc(C)cc2)C1C(C)C (configuration not stated)	12.6
CCCCNc1c[nH]c(=O)[nH]c1=O	4.2
O=C(Nc1ccc(-c2noc(COc3ccc(Br)cc3)n2)cc1)c1cccs1	-34.1
CC1=C(C(=O)OCCc2ccccc2)C(c2ccc([N+](=O)[O-])cc2)CC(=O)N1 (configuration not stated)	-8.5
COC(=O)c1nnn(CC(=O)Nc2ccc(C(C)C)cc2)c1C(=O)OC	7.3
COc1ccc(NC(=O)c2nc3nc(C)cc(C(F)F)n3n2)cc1OC	-2.1
COc1ccc(-c2nc(SCC(=O)NCCc3ccccc3)c3c(=O)n(C)c(=O)n(C)c3n2)cc1	1.8
CCc1ccc(C(=O)Oc2ccc(C#N)cc2)cc1	-1.5
Cc1ccc(C2Nc3ccc(S(=O)(=O)Nc4ccc(C)c(Cl)c4)cc3C3C=CCC32)cc1 (configuration not stated)	-123.8
COc1cccc(C(=O)NCc2n[nH]c(=S)n2-c2ccc(Br)cc2)c1	-4.4
CCC(C)NC(=O)C1(C)CCC(=O)N1Cc1cc(Br)ccc1OC (configuration not stated)	-5.5
CCCCSc1nnc2c(n1)OC(c1cccc(C)n1)N(C(C)=O)c1ccccc1-2 (configuration not stated)	-1.9
CCN(CC)C(=O)C1c2ccccc2C(=O)N(C2CCCCC2)C1c1ccc(OC)cc1 (configuration not stated)	-0.9
C=CCSc1nnc2c(n1)OC(c1ccc(N(C)C)cc1)N(C(C)=O)c1ccccc1-2 (configuration not stated)	-3.0
O=c1c2c(-c3ccco3)csc2nc(SCc2cn3cccnc3n2)n1-c1ccccc1	-22.4
Cc1noc(NS(=O)(=O)c2ccc(N3C(=O)c4ccccc4C3=O)cc2)c1C	-4.1
O=C(CCCn1c(SCC(=O)NC2CCCC2)nc2ccccc2c1=O)NCC1CCCO1 (configuration not stated)	-15.0
COc1ccc(C2CC(=O)C3=C(C2)Nc2ccccc2NC3c2ccccc2[N+](=O)[O-])cc1 (configuration not stated)	4.9
CN(C)C(=O)c1nnc(Cc2ccc(Cl)cc2)o1	2.2
CCOC(=O)C1=C(C)NC2=C(C(=O)CCC2)C1c1ccccc1OC (configuration not stated)	2.1
CC1CCc2c(sc(NC(=O)c3cccc(S(=O)(=O)Nc4ccccc4Cl)c3)c2C#N)C1 (configuration not stated)	-7.0
